# Jurkat NFkB inh = inhibitors of induced NF-kB luciferase reporter, primary screen, TCR NF-kB activation inhibitor project, cell-based, luminescence, uHTS. Jurkat, PMA/ionomycin-induced NF-kB luciferase reporter. inhibition, % at 4 µM. 330,000 compounds, 0.53% hits. AID 435003, 2010; in the data active = inhibition above about 50%
# XBP1 UPR activ = activators of adaptive XBP1 UPR arm, primary screen, cell-based, CHO-XBP1 luciferase reporter, luminescence, uHTS; IRE1-XBP1 UPR activation; percent of tunicamycin response, DMSO as zero; AID 463104, 2010; activation, % at 20 µM; 330,000 compounds, 0.33% hits;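 active = versus positive control, 20 µM dose yields 30% or more activation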;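 also: 100% = tunicamycin at 10 µg/mL and 0% = DMSO only wells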
#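 Material: CHO cell line with stable XBP1 luciferase reporter; schedule: 16-18 h cell attachment at 37 °C, then 6 h compound exposure; signal: glow luminescence from Steady-Glo reagent; medium: serum-containing F12 medium, 10% FBS; benchmarks: tunicamycin 10 µg/mL and vehicle-only wells; read-out: percent activation relative to tunicamycin reference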
# Gli-Sufu block = Gli-Sufu pathway antagonists, primary screen, luciferase luminescence, Sufu-KO-LIGHT cells, uHTS; Sufu-KO-LIGHT fibroblasts, Gli luciferase reporter luminescence; inhibition, % at 5 µM; 340,000 compounds, 0.74% hits; AID 588413, 2011;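 active = inhibition above about 55%, limit read from the data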;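 also: 0% = DMSO-treated cells and 100% = wells with medium but no cells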
# CXCR6 inh = CXCR6 receptor inhibitors, primary screen, cell-based, beta-arrestin, luminescence, CHO-K1 PathHunter, 1536-well; C-X-C chemokine receptor type 6 (Homo sapiens), O00574; inhibition, % at 20 µM; 360,000 compounds, 0.36% hits; AID 602244, 2012; in the data active = inhibition above about 34%, passing the limit was not always enough;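 also: antagonist mode with CXCL16 agonist at 10 nM final; 0% = 10 nM CXCL16 with DMSO and 100% = unstimulated wells without agonist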
# Target sequence (O00574 whole entry, looked up): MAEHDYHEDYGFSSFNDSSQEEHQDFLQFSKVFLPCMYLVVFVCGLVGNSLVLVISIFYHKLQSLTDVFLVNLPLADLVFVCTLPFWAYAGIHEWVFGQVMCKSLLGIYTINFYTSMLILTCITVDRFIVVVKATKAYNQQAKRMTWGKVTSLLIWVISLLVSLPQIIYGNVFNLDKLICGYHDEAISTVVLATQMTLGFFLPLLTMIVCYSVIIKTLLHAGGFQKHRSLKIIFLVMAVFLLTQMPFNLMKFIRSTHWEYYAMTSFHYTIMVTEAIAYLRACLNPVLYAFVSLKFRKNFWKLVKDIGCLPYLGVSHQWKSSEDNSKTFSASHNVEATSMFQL
# UPR CHOP act = activators of apoptotic CHOP UPR arm, primary screen, cell-based, CHO-CHOP luciferase reporter, luminescence, uHTS. 330,000 compounds, 0.34% hits. UPR activation; percent of tunicamycin response over DMSO baseline. AID 449763, 2010. activation, % at 10 µM;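 active = at 10 µM dose, activation of 40% or more, normalized to positive control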;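 also: 100% = tunicamycin at 10 µg/mL and 0% = DMSO alone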
#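 Test system: CHO-CHOP cells, stable luciferase reporter of PERK-eIF2a-CHOP signalling | Quantity: 500 CHO-CHOP cells per well | Buffer or medium: F12 plus 10% serum | Compound dosing: 10 µM single point, 0.5% DMSO | Schedule: 6 h compound treatment, 37 °C | Signal: Luciferase luminescence | Control set: Tunicamycin high control, DMSO low control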
# Mdm2 MdmX PPI = inhibitors of human Mdm2-MdmX association, primary screen, cell-based, luminescence, split luciferase, SaOS-2, uHTS. SaOS-2 split-luciferase Mdm2/MdmX complementation. inhibition, % at 8 µM. 330,000 compounds, 3% hits;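 active = inhibition of at least 50% at 8 µM in the primary screen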
# 697 NFkB inh = inhibitors of PMA/ionomycin-induced NF-kB reporter, 697 cells, primary screen, B-cell NF-kB inhibitor project, cell-based, luminescence, uHTS; 697 B-cell NF-kB luciferase reporter, 16 h; inhibition, % at 4 µM; 330,000 compounds, 0.33% hits; AID 435022, 2010; in the data active = inhibition above about 35%
# EBI2 block = EBI2 receptor antagonists, beta-arrestin recruitment, primary screen, cell-based, luminescence, 7a,25-OHC stimulation, uHTS. inhibition, % at 5 µM. 360,000 compounds, 0.81% hits. 7a,25-OHC stimulated. AID 651636, 2012; in the data active = inhibition above about 38%;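 also: enzyme fragment complementation signal reports receptor beta-arrestin coupling in cells; 0% = agonist plus DMSO wells and 100% = wells without agonist; some results beyond the cut were filed as inactive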
# Target sequence (P32249 whole entry, looked up, the tested form may be a part): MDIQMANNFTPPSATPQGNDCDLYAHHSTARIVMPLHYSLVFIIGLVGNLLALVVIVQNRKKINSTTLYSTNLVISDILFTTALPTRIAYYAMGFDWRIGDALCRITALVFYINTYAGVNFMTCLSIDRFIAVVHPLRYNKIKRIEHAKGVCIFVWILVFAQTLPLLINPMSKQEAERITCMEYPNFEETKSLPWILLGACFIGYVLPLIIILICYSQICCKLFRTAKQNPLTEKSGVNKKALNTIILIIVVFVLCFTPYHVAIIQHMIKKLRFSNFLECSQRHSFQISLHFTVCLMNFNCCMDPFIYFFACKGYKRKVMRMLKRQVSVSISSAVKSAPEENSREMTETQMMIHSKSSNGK
# CCR6 antag = CCR6 receptor antagonists, primary screen, cell-based, CHO-K1, luminescence, beta-arrestin, uHTS; C-C chemokine receptor type 6 (Homo sapiens), P51684; CHO-K1 CCR6 PathHunter beta-arrestin, CCL20-stimulated; inhibition, % at 20 µM; 340,000 compounds, 0.49% hits;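 active = compounds whose inhibition of the agonist-driven luminescence signal at 20 µM reaches about 50%, limit read from the data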;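 also: cells stimulated with CCL20 at 14 nM final; plate controls were DMSO with CCL20 for no effect and DMSO without agonist for full effect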
# Target sequence (P51684 whole entry, looked up): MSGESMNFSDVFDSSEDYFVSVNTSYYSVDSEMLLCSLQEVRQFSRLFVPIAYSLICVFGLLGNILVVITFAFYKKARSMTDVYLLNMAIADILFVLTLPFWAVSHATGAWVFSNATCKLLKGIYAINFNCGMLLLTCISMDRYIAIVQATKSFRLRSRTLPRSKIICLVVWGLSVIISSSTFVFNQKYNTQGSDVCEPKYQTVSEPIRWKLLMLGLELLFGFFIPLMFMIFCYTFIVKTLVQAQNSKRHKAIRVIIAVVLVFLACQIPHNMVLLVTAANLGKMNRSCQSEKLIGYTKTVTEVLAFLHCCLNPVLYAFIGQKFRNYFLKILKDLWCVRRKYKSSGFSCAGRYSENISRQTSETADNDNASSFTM
# An asterisk follows results filed as active; . = not tested or not shown.
SMILES	Jurkat NFkB inh	XBP1 UPR activ	Gli-Sufu block	CXCR6 inh	UPR CHOP act	Mdm2 MdmX PPI	697 NFkB inh	EBI2 block	CCR6 antag
COCCn1c(-c2ccc(-c3ccccc3Cl)o2)nc2c1c(=O)[nH]c(=O)n2CC(C)C	-16.4	11.3	5.2	0.3	12.1	59.4*	9.1	-14.4	10.2
O=C(c1ccccc1-c1ccccc1)N1CCCCC1	-32.2	1.1	-10.6	-5.1	0.2	-13.7	-30.5	3.3	-3.9
O=C(O)C1CCC(N2C(=O)C3CCCCC3C2=O)CC1 (stereo unspecified)	10.6	1.7	6.0	-2.7	1.1	-16.7	23.4	-3.9	10.3
CCOC(=O)CNC(=O)CNC(=O)c1ccc(OCC(C)C)cc1	8.7	-1.2	-0.5	1.3	-2.2	15.8	19.3	-3.0	-1.6
c1ccc(NC2=NCCCCS2)cc1	-0.3	0.2	3.2	0.7	-2.2	27.0	6.0	9.2	12.7
CCCCn1c(=O)[nH]c(=O)c2c1nc(-c1ccncc1)n2CCOC	-0.7	-2.6	3.6	-8.3	0.3	9.9	-1.7	4.4	-7.2
CN1CCN(CC#CC(C)(O)C2CC3C=CC2C3)CC1 (stereo unspecified)	-6.5	4.2	0.3	-0.6	3.8	-7.1	-0.3	1.2	-11.3
CC(=O)Nc1ccc(NC(=O)Cn2ccc([N+](=O)[O-])n2)cc1	16.0	0.5	-8.2	-0.6	0.2	-32.4	-0.1	1.3	-7.7
COc1ccc(C(CC(=O)N2CCCCC2)C(C)C)cc1 (stereo unspecified)	5.2	-0.8	2.5	-11.4	-1.3	17.2	8.4	-1.7	5.6
Cc1ccc(S(=O)(=O)NC(=O)Nc2ccc(F)cc2)cc1	6.3	0.4	4.8	-3.0	-1.4	0.2	20.4	-10.6	-22.1
COc1cccc(OCC(O)CN2CCc3ccccc3C2)c1 (stereo unspecified)	-11.9	0.1	-4.6	0.2	0.1	-5.7	-9.4	8.4	27.8
COCCNC(=O)c1ccccc1NC(=O)c1ccccc1N(C)S(C)(=O)=O	8.3	-2.6	-11.3	2.8	1.3	-45.7	0.2	-3.1	-1.9
O=C(Cc1ccc(NC2=NC3CS(=O)(=O)CC3S2)cc1)NCc1ccccc1 (stereo unspecified)	-1.9	-0.7	-4.8	-2.3	1.4	10.3	4.7	-5.1	-11.7
CCOC(=O)N1CCc2c(sc3ncn(Cc4ccc(F)cc4)c(=O)c23)C1	-11.2	-1.5	-7.1	3.4	2.7	16.3	12.2	-9.9	15.1
CN(NC(=O)c1ccccc1F)c1ncccc1[N+](=O)[O-]	3.9	-3.1	0.8	-5.3	0.2	17.0	-0.9	-1.4	-0.8
CC(C)C(NC(=O)c1ccc(C(C)(C)C)cc1)C(=O)NC1=NCCS1 (stereo unspecified)	9.5	-0.1	-1.6	-1.8	2.2	-0.7	4.2	-9.4	-5.2
Cc1[nH]c2ccccc2c1/C=N/Nc1ccccc1[N+](=O)[O-]	-31.8	8.8	-6.9	29.4	8.1	24.0	-10.7	5.6	38.8
O=C(Cc1ccc(NC2=NC3CS(=O)(=O)CC3S2)cc1)NCc1ccccc1Cl (stereo unspecified)	4.0	2.6	-2.3	-7.6	-0.7	13.0	9.5	-4.5	7.7
COc1ccc(C(=O)CC(=O)C(=O)Nc2cc(OC)ccc2OC)cc1	-6.1	-3.3	-9.7	15.1	-2.4	-4.0	-2.0	2.2	14.1
COc1ccc(C(=O)OCC2CC(c3ccccc3)=NO2)cc1OC (stereo unspecified)	-15.7	-2.0	1.5	3.6	-1.0	-34.6	15.1	-7.0	13.0
Cn1c(CNC(=O)CNS(=O)(=O)c2ccc(F)cc2F)cc(=O)n(C)c1=O	18.1	-6.2	-5.4	-10.0	0.5	14.8	3.1	5.9	16.9
O=c1/c(=C\c2ccc(O)cc2)sc2nc(-c3ccccc3)c(-c3ccccc3)n12	-15.3	0.0	-23.6	24.3	3.0	35.3	-43.8	37.4	45.3
O=c1c2ccccc2c(=O)n2n1Cc1ccccc1C2	-15.2	-1.7	-10.1	-3.8	1.4	-20.7	-13.5	0.1	8.0
O=C1CCCc2c1nc(-c1ccco1)n2O	0.3	-3.2	2.3	3.1	0.3	-6.0	12.6	5.2	4.3
CCc1cc2c(=O)c(-c3ccc4c(c3)OCO4)coc2c(CN(C)C)c1O	12.0	-3.6	-5.7	3.1	0.1	-23.0	-4.7	7.0	3.9
Cc1[nH]c(=S)n(CC2CCCO2)c1C (stereo unspecified)	-1.0	-2.3	3.6	0.3	1.0	11.6	4.7	-12.7	0.4
COc1ccc(N2C(=O)/C(=C/c3cccnc3)NC2=S)cc1	7.8	0.7	1.7	14.7	1.7	-4.1	-59.4	-5.0	23.1
CCN1CCN(C(c2cccs2)C(C)NC(=O)c2ccccc2F)CC1 (stereo unspecified)	-22.7	-1.6	11.3	-3.1	-0.9	-0.5	-6.2	-5.4	5.5
O=C(CCCOc1ccccc1)NCCc1ccccc1	-22.5	-0.1	4.3	4.0	-0.7	15.5	-1.5	7.3	11.5
Cc1ccc([N+](=O)[O-])cc1N1C(=O)CS/C1=N\NC(=O)c1cccnc1	10.5	-0.3	-4.1	1.8	-0.9	-18.6	7.9	-2.0	11.2

# Looked up one by one from the entries so far:
SMILES	Jurkat NFkB inh	XBP1 UPR activ	Gli-Sufu block	CXCR6 inh	UPR CHOP act	Mdm2 MdmX PPI	697 NFkB inh	EBI2 block	CCR6 antag
O=C(Cc1ccc(NC2=NC3CS(=O)(=O)CC3S2)cc1)NCc1ccccc1Cl (stereo unspecified)	4.0	2.6	-2.3	-7.6	-0.7	13.0	9.5	-4.5	7.7
O=c1c2ccccc2c(=O)n2n1Cc1ccccc1C2	-15.2	-1.7	-10.1	-3.8	1.4	-20.7	-13.5	0.1	8.0
O=C(Cc1ccc(NC2=NC3CS(=O)(=O)CC3S2)cc1)NCc1ccccc1 (stereo unspecified)	-1.9	-0.7	-4.8	-2.3	1.4	10.3	4.7	-5.1	-11.7
COc1ccc(C(=O)OCC2CC(c3ccccc3)=NO2)cc1OC (stereo unspecified)	-15.7	-2.0	1.5	3.6	-1.0	-34.6	15.1	-7.0	13.0

# Further structures:
SMILES	Jurkat NFkB inh	XBP1 UPR activ	Gli-Sufu block	CXCR6 inh	UPR CHOP act	Mdm2 MdmX PPI	697 NFkB inh	EBI2 block	CCR6 antag
CCCCCCCC1c2c(c(C)c(C)oc2=O)Oc2c(C)c(C)oc(=O)c21	7.8	-5.8	7.0	-1.4	0.9	26.6	-5.0	5.0	0.9
CC(=O)c1ccc(NC(=O)COC(=O)C2C3CC4OC(=O)C2C4C3)cc1 (stereo unspecified)	-11.5	11.7	21.7	-0.8	2.5	2.7	5.6	2.0	0.7
O=C(Nc1cccc(Oc2ccc3c(c2)C(=O)NC3=O)c1)c1ccco1	-12.8	-3.8	-6.3	3.2	-1.6	5.3	-4.2	2.6	5.9
CCCC(c1nnnn1Cc1ccc(OC)cc1)N1CCC(C(N)=O)CC1 (stereo unspecified)	-6.5	-4.6	-1.2	9.9	-0.2	10.7	6.0	1.5	-0.8
Cc1ccc(CNc2ccc(N3CCOCC3)c(Cl)c2)cc1	-26.7	1.7	7.7	9.5	3.3	6.4	-27.6	7.1	12.2
OCCCNC(c1ccccc1)c1ccc(O)cc1 (stereo unspecified)	22.9	-0.3	-6.8	1.1	-2.4	4.3	23.8	7.7	18.6
O=C(OCC(=O)N1CCCC1=O)c1ccc(Cl)cc1[N+](=O)[O-]	4.9	1.0	-1.8	-2.8	2.1	2.2	15.1	-7.0	-15.3
O=C(Nc1cc(Cl)ccc1-n1cncn1)c1cc(S(=O)(=O)N2CCOCC2)ccc1F	19.5	-1.0	8.9	-6.4	3.1	-8.9	0.6	-9.1	-2.2
CC(=O)Nc1ccc(NC(=O)CSc2nnc(-c3cccnc3)o2)cc1	-12.2	-1.8	-2.2	-4.4	-1.6	10.1	3.1	4.4	-0.1
C=CCn1c(CNC(=O)CCC)nc2ccccc21	-8.3	-0.1	-28.5	6.0	1.3	10.2	4.5	-21.1	3.6
Cc1ccc(C2=NN(CCC(=O)NCCCN3CCOCC3)C(=O)CC2)cc1	17.0	-2.4	20.6	-0.3	1.7	19.4	5.8	-0.2	13.1
CCN1CCN(S(=O)(=O)c2cc(C(=O)O)ccc2Cl)CC1	-16.4	-2.8	0.2	-11.4	2.2	-11.6	17.7	4.4	-4.2
COC(=O)c1ccccc1NS(=O)(=O)c1cn(C)c(=O)n(C)c1=O	0.7	-3.1	5.3	-7.3	-0.7	22.6	5.5	-3.0	5.8
O=C(COc1ccc(Cl)cc1Cl)NN1C(=O)C2C3C=CC([C@@H]2C1=O)C31CC1 (stereo partly specified)	3.7	-4.9	-4.3	-16.9	0.9	-3.4	-2.7	-18.8	-10.6
Cc1cc(C)nc(N2CCCC(C(=O)NCc3ccc4c(c3)OCO4)C2)n1 (stereo unspecified)	1.4	-0.1	2.8	3.9	-1.1	10.2	-4.0	-2.3	4.4
COc1ccccc1C(=O)C1CCCN(C(=O)c2cn3cc(Cl)ccc3n2)C1 (stereo unspecified)	-4.7	10.7	4.2	1.1	0.9	-16.0	-7.1	-6.2	8.3
Cc1nnc(NC(=O)CN2CCN(Cc3ccc(F)cc3Cl)CC2)s1	-8.2	-5.5	7.1	0.7	-2.2	8.9	5.9	2.3	-3.0
CCN(CC)c1nc(N2CCN(C)CC2)nc2ccccc12	-14.4	-0.2	13.4	-11.8	1.7	1.1	2.1	3.0	17.1
COC(=O)C(C)NC(=O)c1ccc(C(C)(C)C)cc1 (stereo unspecified)	-16.7	1.0	-19.9	0.4	4.1	-38.8	-19.3	-2.1	-3.1
S=C(NCCNC(=S)Nc1ccccc1Cl)Nc1ccccc1Cl	-14.5	-4.3	8.6	1.7	1.4	-21.6	11.1	-14.0	15.8
COc1ccc(CN2[C@@H](CC(=O)O)c3ccc(C(F)(F)F)cc3S2(=O)=O)cc1	11.2	-1.4	.	.	-0.2	2.2	12.9	.	.
COc1ccc(C(=O)NCCNc2ncc(C(F)(F)F)cc2Cl)cc1[N+](=O)[O-]	7.5	-6.6	20.2	12.8	1.4	18.6	19.7	-2.3	9.9
CC(=O)c1ccc(NC(=O)CSc2nc(=O)n(CCN3CCOCC3)c3c2CCC3)cc1	-7.7	2.0	-5.1	-19.9	1.3	11.0	15.0	4.3	9.4
O=P(COCCOCCOCCOCP(=O)(c1ccccc1)c1ccccc1)(c1ccccc1)c1ccccc1	2.3	-7.8	9.6	-4.8	-1.4	8.2	5.7	-7.8	1.6
COc1ccc(C(=O)CN2C(=O)COc3ccccc32)cc1	0.3	-2.1	1.1	-12.9	-0.5	-1.0	16.9	5.8	4.7

# Outcome played no part in choosing rows; about 5% have a hit in one of these screens.
